APEX1 inh – APE1 (human) endonuclease inhibition; Potency, µM (doses to about 65.8 µM), for the others: top-dose activity change, negative = inhibition, actives largely listed as inhibitors; AID 2517; recombinant APE1, TAMRA/BHQ-2 abasic DNA cleavage fluorescence; actives 0.35% (n = 350,000);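 further: potency means the concentration at half of the fitted maximal effect; plate controls were vehicle for no effect and reference inhibitor for full effect; nearly all actives have a fitted effect of over 55% in size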
Target sequence (P27695 whole entry, looked up): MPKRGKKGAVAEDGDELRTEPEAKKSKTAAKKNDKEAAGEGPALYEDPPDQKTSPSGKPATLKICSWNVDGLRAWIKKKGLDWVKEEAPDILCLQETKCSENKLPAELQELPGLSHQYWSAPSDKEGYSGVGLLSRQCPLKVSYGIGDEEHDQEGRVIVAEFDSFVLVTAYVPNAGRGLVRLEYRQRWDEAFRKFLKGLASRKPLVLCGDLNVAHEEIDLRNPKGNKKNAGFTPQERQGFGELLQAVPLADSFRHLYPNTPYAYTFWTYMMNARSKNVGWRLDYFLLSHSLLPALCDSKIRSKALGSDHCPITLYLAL
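Quantitative HTS: incision of a TAMRA/BHQ-2 double-stranded substrate bearing a tetrahydrofuran abasic site by 0.75 nM APE1 raises fluorescence. Substrate 50 nM final, added after 15 min compound preincubation at room temperature; progress as third-minus-first kinetic read difference.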
Pol beta inh – DNA polymerase beta (human) inhibition. P06746. Pol beta primer extension/strand displacement, fluorescence kinetic. Potency, µM (highest dose often 114 µM), inactives show top-dose activity change, negative = inhibition, usual class: inhibitors. actives 1.3% (n = 340,000). AID 485314; further: potency means the concentration at half of the fitted maximal effect; on the % scale 0 is the no-effect control and ±100 the full control effect
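Human Pol beta at 10 nM; strand-displacement substrate 50 nM final. Compound exposure 15 min at room temperature before start, reaction 10 min at room temperature.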
Pol iota inh – DNA polymerase iota (human) inhibition; Potency, µM (doses to about 115 µM), inactives show top-dose activity, negative = inhibition, actives largely listed as inhibitors; actives 1% (n = 390,000); Pol iota fluorescent replication assay, 10 min; Q9UNA4; further: potency means the concentration at half of the fitted maximal effect
Target sequence (Q9UNA4 whole entry, looked up): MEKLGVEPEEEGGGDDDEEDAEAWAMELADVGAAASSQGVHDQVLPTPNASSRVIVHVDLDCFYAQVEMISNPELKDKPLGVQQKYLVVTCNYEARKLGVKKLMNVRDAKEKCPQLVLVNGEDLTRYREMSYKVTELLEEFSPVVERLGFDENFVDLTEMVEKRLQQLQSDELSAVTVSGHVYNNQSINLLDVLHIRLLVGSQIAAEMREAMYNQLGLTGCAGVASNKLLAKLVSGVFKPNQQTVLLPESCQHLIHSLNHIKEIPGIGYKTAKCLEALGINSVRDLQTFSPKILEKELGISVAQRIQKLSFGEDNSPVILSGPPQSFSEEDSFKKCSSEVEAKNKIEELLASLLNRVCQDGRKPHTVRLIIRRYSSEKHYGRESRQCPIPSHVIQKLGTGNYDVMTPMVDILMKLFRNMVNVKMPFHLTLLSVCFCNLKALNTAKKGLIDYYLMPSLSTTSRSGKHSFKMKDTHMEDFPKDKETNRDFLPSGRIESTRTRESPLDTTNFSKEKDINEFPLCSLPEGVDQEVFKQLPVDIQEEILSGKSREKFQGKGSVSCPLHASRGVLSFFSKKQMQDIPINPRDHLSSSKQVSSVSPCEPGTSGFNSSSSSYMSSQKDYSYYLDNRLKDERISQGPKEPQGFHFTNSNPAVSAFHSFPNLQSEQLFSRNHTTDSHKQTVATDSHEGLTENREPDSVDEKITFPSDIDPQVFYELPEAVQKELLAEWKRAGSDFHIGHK
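Fluorescent replication assay read twice, at 0 min and 10 min after adding 50 nM (final) substrate. Enzyme (10 nM) and compounds were first incubated 15 min at room temperature; enzyme-free buffer wells were negative controls.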
Apoferritin bind – binds horse apoferritin like a general anesthetic; apoferritin/1-aminoanthracene competitive binding, fluorescence; Potency, µM (doses to about 77.5 µM), for the others: at the highest dose activity change, negative = displacement, most hits filed as inhibitors; actives 0.074% (n = 350,000); AID 485281; further: potency means the concentration at half of the fitted maximal effect; on the % scale 0 is the no-effect control and ±100 the full control effect; nearly all actives have a fitted effect of over 20% in size
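Probe: 1-aminoanthracene (50% saturated, PBS). Protein: horse-spleen apoferritin, 10 uM. Incubation: 10 min, room temperature. Detection: 380 nm excitation, 535 nm emission. Analysis: normalized response, four-parameter Hill.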
LDHA block – inhibitors of human lactate dehydrogenase A. actives 0.15% (n = 480,000). AID 1347041. purified LDHA, NADH/diaphorase-resazurin fluorescence; stronger effect = lower value. activity change, % (values are at about 110 or 230 µM). P00338; in the data active means activity change below about -30%; inconclusive means mostly about -25% to -30%;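 further: plate controls were DMSO wells for no effect and wells without enzyme for full effect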
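Human LDH5 (2 nM) was incubated with 0.06 mM NADH and 0.2 mM pyruvate for 5 min at room temperature in Tris pH 7.4. Remaining NADH was coupled through diaphorase/resazurin, and resorufin fluorescence was read at 0 and 20 min.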
GRP78 ERSR act – induces the endoplasmic reticulum stress response in human glioma cells | U87-MG GRP78 promoter luciferase reporter, 16 h | Potency, µM, inactives show at the highest dose activation, hits mostly activators | actives 0.02% (n = 420,000); further: potency means the concentration at half of the fitted maximal effect; series mostly up to about 76 µM; % of control where 0% means no effect; nearly all actives have a fitted effect of over 35% in size
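ERSR induction read as luciferase luminescence (Bright-Glo, 10 min at room temperature) in stably transfected human U87-MG glioma cells exposed to compounds for 16 h, using GRP78 as sensor.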
POLH inh – DNA polymerase eta (human) inhibition. AID 588591. recombinant Pol eta, fluorescent DNA replication assay. actives 1.2% (n = 390,000). Potency, µM (doses to about 114 µM), for inactives: at the highest dose activity change, negative = inhibition, hits mostly inhibitors. Q9Y253; further: potency means the concentration at half of the fitted maximal effect; on the % scale 0 is the no-effect control and ±100 the full control effect
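Fluorescent replication assay: 50 nM final substrate added after a 15 min room-temperature compound preincubation with 10 nM enzyme. Signal taken at 0 min and again at 10 min.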
BLM inh – blocks DNA unwinding by human BLM helicase | P54132 | Potency, µM (highest dose often 56.1 µM), for the others: at the highest dose activity change, negative = inhibition, actives largely listed as inhibitors | AID 2528 | actives 0.2% (n = 350,000) | recombinant BLM DNA unwinding, fluorescence dequenching;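 further: potency means the concentration at half of the fitted maximal effect; plate controls were vehicle for no effect and no enzyme for full effect; nearly all actives have a fitted effect of over 35% in size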
POLK inh – blocks human DNA polymerase kappa activity | Q9UBT6 | purified Pol kappa, fluorescent DNA synthesis assay, 10 min | Potency, µM (highest dose often 107 µM), without a hit: at the top dose activity, negative = inhibition, most hits filed as inhibitors | actives 0.53% (n = 400,000) | AID 588579; further: potency means the concentration at half of the fitted maximal effect; on the % scale 0 is the no-effect control and ±100 the full control effect
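Kinetic fluorescence screen: compound preincubated 15 min RT with 10 nM enzyme; 50 nM substrate (final) initiates; reads at 0/10 min.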
Starred values were filed as active, the others as inactive; ? = inconclusive; . = no result given; & = joins results of further samples; [ ] = another dose, or the depositor's remark. Unless noted, the call rests on the fitted dose curve; in most records, active means well fitted curve in the direction sought with a large enough effect; inconclusive means small, poorly fitted or top-dose-only effect, or another doubt; inactive means no such curve, though single readings can be large; an effect the other way counts as inactive or inconclusive. The list is partial; rates above refer to the full screens.

SMILES	APEX1 inh	Pol beta inh	Pol iota inh	Apoferritin bind	LDHA block	GRP78 ERSR act	POLH inh	BLM inh	POLK inh
O=c1c(-n2cncn2)c[nH]n1-c1cccc(Cl)n1	-1%	-29%	27%	1%	-1	-2%	-12%	1%	-3%
CCOC(=O)Cn1cc(C(=O)C(=O)N2CCOCC2)c2ccccc21	25%	7%	-15%	-1%	-7	-2%	3%	-3%	0%
CCN1CCOC(=O)C1CC(=O)Nc1cccc(OC)c1 (stereo not given)	.	4%	-21%	?	0	-3%	-17%	0%	-10%
CN(C(=O)CSc1nnc2ccccn12)C1CCS(=O)(=O)C1 (stereo not given)	5%	7%	4%	-11%	-6	-4%	-18%	-2%	-15%
CCOC(=O)CNS(=O)(=O)c1ccc(F)cc1Br	3%	.	4%	-3%	.	-3%	.	3%	-32%
CNS(=O)(=O)c1ccc(NC(=O)C2c3ccccc3Oc3ccccc32)cc1	14%	29%	11%	12%	-2&1	-5%	-1%	1%	-9%
CCNC(=O)C1Cc2cc(S(=O)(=O)N3CCCC3)ccc2N1C(C)=O (stereo not given)	38%	37%	10%	-2%	-4	5%	-18%	0%	4%
CC(=O)Oc1oc(-c2ccccc2)nc1C=Nc1ccccc1	-3%	3%	25%	-15%	-12	2%	3%	0%	-1%
OCC1(Cc2ccccc2)CCN(Cc2cnc(-c3ccc(Cl)cc3)nc2)CC1	10%	2%	-1%	-20%	1	10%	-23%	-6%	-7%
COc1ccc(/C(N)=N/OC(=O)CN(C)S(=O)(=O)c2ccccc2)cc1	9%	-20%	103%[activator]	0%	-3	11%	-17%	-3%	-7%
O=C(OCc1ccc(F)cc1)c1cccnc1Cl	37%[activator]	-1%	12%	-10%	-4	0%	-21%	-3%	0%
Cc1nn(-c2ccccc2)c(OC(=O)C(C)C)c1Sc1ccccc1	.	19%	?	-11%	-3	-1%	-13%	1%	1%
CCOc1ccccc1NC(=O)CCCn1cc([N+](=O)[O-])cn1	-1%	-8%	48%[activator]	-10%	0	-4%	-16%	-8%	1%
O=S(=O)(c1ccc(F)cc1)N1CCC2(CC1)OCCN2S(=O)(=O)c1cccs1	0%	.	20%	.	-1	-4%	-12%	.	1%
Cc1ccc2onc(CC(=O)O)c2c1	0%	-1%	-3%	0%	-3	-2%	-11%	-1%	-4%
CCN(CC)Cc1c(O)ccc2c(=O)c(-c3ccc(Cl)cc3)coc12	18%	-16%	-11%	68%[activator]	-6	4%	1%	-2%	-6%
CC1(C)CC(=O)C(C=Nc2ccc(N)cc2)=C(O)C1	-11%	29%	60%[activator]	-16%	4	-3%	-19%	-9%	-5%
COc1cc(C(=O)Oc2cc(N)n(S(=O)(=O)c3ccc(F)cc3)n2)cc(OC)c1OC	15%	37%	68%[activator]	-6%	-10	3%	-1%	-2%	0%
CCc1nnc(NC(=O)CSc2nnc(-c3ccco3)o2)s1	-2%	20%	-11%	-6%	-10	0%	-1%	0%	-1%
CCOC(=O)C(NC(=O)Nc1ccc(Cl)cn1)(Oc1ccc(F)cc1)C(F)(F)F (stereo not given)	2%	5%	150%[activator]	-15%	-4	-4%	-15%	3%	0%
O=C(NCC(O)c1ccc([N+](=O)[O-])cc1)C(c1ccccc1)c1ccccc1 (stereo not given)	19%	37%	17%	-18%	-1	-3%	-9%	-2%	-16%
COc1ccc2cc(C#N)c(=O)oc2c1	?	.	.	72%[activator]	.	-6%	.	2%	14%[60.1 µM]
COc1ccc(/C=N/OCC(=O)Nc2cc(C)on2)cc1OC	1%	8%[57.1 µM]	24%	-2%	2	-3%	-23%	4%	-1%
Cc1ccc(C2(c3ccc(C)cc3)CC2C(=O)Nc2ccc([N+](=O)[O-])cc2O)cc1 (stereo not given)	?	-14%	?	?	6	-15%	?	-21%	-15%
Cc1oc(-c2cccc(Cl)c2)nc1CN1CCC(C(=O)NCc2cccnc2)CC1	-3%	35%	22%	-13%	-7	-3%	-4%	4%	-2%
CCC(=O)N1c2ccc(C)cc2C2=NNC(=S)NC21O (stereo not given)	-1%	0%	59%[activator]	-9%	-1	-7%	-20%	-1%	-9%
CCCCn1nc2cc(C(=O)NCCCCc3ccccc3)ccc2c1OCC	-3%	14%	13%	-10%	1	-5%	-13%	-5%	0%
CC(=O)c1cccc(NC(=O)CCC2CCCC2)c1	-6%	15%	7%	?	-5	10%	6%	-4%	-17%
CCN(CC(=O)NCc1ccc(F)cc1)C(=O)CN1CCN(c2cc(Cl)ccc2C)CC1	23%	4%	137%[activator]	4%	-2	-5%	?	0%	3%
O=C(CCSc1nnc(-c2ccncc2)o1)Nc1cccc(Cl)c1	-5%	-9%	113%[activator]	-12%	-4	-3%	-23%	-5%	-4%
FC(F)(F)c1cc(-c2ccc3c(c2)OCO3)nc(NCc2ccco2)n1	-4%	11%	-8%	-11%	6	2%	-4%	-9%	-2%
O=C(C[C@H]1C[C@H](C(=O)N2CCCCC2)[C@@]2(CCc3ccccc3)c3[nH]c4ccc(Cl)cc4c3CCN2C1=O)NCCC1=CCCCC1	13%	.	43%[activator]	.	2	-4%	-21%	.	0%
COc1ccc(/C=N/NC(=O)c2ccccc2O)cc1CSc1ccccn1	?	0%	-22%	-10%	7	0%	-13%	-2%	-3%
Cc1ccc(S(=O)(=O)NCCSc2nnnn2C)cc1	2%	10%	-5%	-9%	-3	-4%	-7%	1%	4%
O=C(COC(=O)c1ccccc1Nc1ccc(SC(F)F)cc1)NCc1ccco1	10%	31%	-3%	117%[activator]	-7	3%	-10%	-5%	-11%
CSCCOC(=O)C1=C(C)Nc2ccc(C)cc2S1	9%	28%	?	-14%	-6	3%	-6%	-6%	-21%

Some of the entries so far, with two lines to a compound.
Order of results: APEX1 inh, Pol beta inh, Pol iota inh, Apoferritin bind, LDHA block, GRP78 ERSR act, POLH inh, BLM inh, POLK inh
- Cc1oc(-c2cccc(Cl)c2)nc1CN1CCC(C(=O)NCc2cccnc2)CC1
    -3%, 35%, 22%, -13%, -7, -3%, -4%, 4%, -2%
- CCC(=O)N1c2ccc(C)cc2C2=NNC(=S)NC21O (stereo not given)
    -1%, 0%, 59%[activator], -9%, -1, -7%, -20%, -1%, -9%
- CCCCn1nc2cc(C(=O)NCCCCc3ccccc3)ccc2c1OCC
    -3%, 14%, 13%, -10%, 1, -5%, -13%, -5%, 0%
- CC(=O)c1cccc(NC(=O)CCC2CCCC2)c1
    -6%, 15%, 7%, ?, -5, 10%, 6%, -4%, -17%
- CCN(CC(=O)NCc1ccc(F)cc1)C(=O)CN1CCN(c2cc(Cl)ccc2C)CC1
    23%, 4%, 137%[activator], 4%, -2, -5%, ?, 0%, 3%
- O=C(CCSc1nnc(-c2ccncc2)o1)Nc1cccc(Cl)c1
    -5%, -9%, 113%[activator], -12%, -4, -3%, -23%, -5%, -4%
- FC(F)(F)c1cc(-c2ccc3c(c2)OCO3)nc(NCc2ccco2)n1
    -4%, 11%, -8%, -11%, 6, 2%, -4%, -9%, -2%
- O=C(C[C@H]1C[C@H](C(=O)N2CCCCC2)[C@@]2(CCc3ccccc3)c3[nH]c4ccc(Cl)cc4c3CCN2C1=O)NCCC1=CCCCC1
    13%, ., 43%[activator], ., 2, -4%, -21%, ., 0%
- COc1ccc(/C=N/NC(=O)c2ccccc2O)cc1CSc1ccccn1
    ?, 0%, -22%, -10%, 7, 0%, -13%, -2%, -3%

Going on with the list.
SMILES	APEX1 inh	Pol beta inh	Pol iota inh	Apoferritin bind	LDHA block	GRP78 ERSR act	POLH inh	BLM inh	POLK inh
CC(=O)c1sc(NCCOc2ccc(C)cc2)nc1C	-6%	1%	38%	-10%	2	2%	-11%	-1%	8%
COC(=O)CSC1=C(C#N)C(c2ccc3c(c2)OCO3)C2=C(CCCC2=O)N1 (stereo not given)	-6%	5%	22%	?	0	2%	-10%	-3%	-4%
CC(=O)c1ccccc1NC(=O)CN1C(=O)CS/C1=C\c1nc(-c2ccc(C)cc2)cs1	3%	?	90%[activator]	-11%	-4	-2%	-14%	-7%	-1%
O=C(CSc1nnc2ccccn12)NNC(=O)c1ccc(Br)cc1	-1%	-22%	-3%	-2%	-7	-1%	-1%	-1%	5%
CCOc1ccc(C2C(C(=O)c3ccco3)=C(O)C(=O)N2CCCn2ccnc2)cc1 (stereo not given)	4%	25%	?	-3%	4	5%	-7%	-11%	1%
CCOc1ccccc1NC(=O)CSc1nc(=O)n(Cc2ccncc2)c2c1CCC2	5%	.	4%	.	-3	-3%	-14%	.	-7%
Cc1c(N=c2scc(-c3ccccc3)n2C)c(=O)n(-c2ccccc2)n1C	11%	4%	?	-5%	-5	-1%	1%	1%	-5%
COc1ccc(OC)c(S(=O)(=O)Nc2ccc(C(N)=O)cc2)c1	-2%	0%	5%	-12%	-10	1%	9%	-1%	-11%
O=C(COc1ccccc1Br)N1CCNC1=O	1%	.	15%	.	1	-1%	-17%	.	18%
CC1Cc2c(COc3ccccc3)nc3c(c2CO1)CN(CCOc1ccccc1)CC3 (stereo not given)	-8%[12.4 µM]	.	.	-5%[15.3 µM]	.	-2%	.	-1%[12.4 µM]	.
O=C(CSc1ncnc2c(-c3ccc(Cl)cc3)nsc12)c1ccccc1	-1%	-1%	14%	-2%	2	6%	-6%	0%	-3%
N/C(=N\OC(=O)N1c2ccccc2Sc2ccccc21)c1ccccc1	12%	19%	-7%	-9%	-2	-1%	-7%	-4%	-17%[60.1 µM]
O=C(Nc1ccc2c(c1)CCCN2C(=O)c1cccs1)c1cccc(C(F)(F)F)c1	.	10%	-3%	-21%	1	-3%	-7%	-10%	-6%[60.1 µM]
CC1(C)Cc2c(c(N3CCCC3)nc3sc4c(N5CCNCC5)ncnc4c23)CO1	-5%	?	5%	-2%	-2	-3%	-17%	4%	-7%
